Assay outcomes deposited in PubChem BioAssay by National Center for Advancing Translational Sciences (NCATS).
TbPYK inhibitor – qHTS of Trypanosoma Brucei Inhibitors; TbPYK enzyme, Kinase-Glo Plus ATP luminescence, 45 min; Potency, µM (highest dose often 76.8 µM), for the others: at the highest dose activity, negative = inhibition, hits mostly inhibitors; 0.12% of 410,000 active; active means well fitted inhibition curve with a large enough effect; further: nearly all actives have a fitted effect of over 50% in size
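Activity of T. brucei pyruvate kinase was followed by Kinase-Glo Plus luminescence after the enzyme reacted 45 min at room temperature with 130 uM ADP (final) and substrate. Test compounds were added before ADP at multiple concentrations.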
Active calls of the source: *; [ ] = remark or other dose. On the % scale 0 is the no-effect control and ±100 the full control effect; potency means the concentration at half of the fitted maximal effect.

SMILES	TbPYK inhibitor
CC(C)Oc1ccc(S(=O)(=O)N2CCOCC2)cc1NC(=O)CC1CC2CCC1C2 (stereo not drawn)	6%
COc1cccc(-c2cc(NC=O)c3ncc(-c4ccc(OC)c(OC)c4)n3c2)c1	-7%
CC1CCN(C(=O)c2ccc(NC(=O)c3nsc4ccccc34)cc2)CC1	-3%
Cc1ccc(N2C(=O)CS(=O)(=O)C23C(=O)N(Cc2cccc(F)c2)c2ccccc23)cc1Cl (stereo not drawn)	0%
CCO[C@@H]1OC(C(=O)NC2CC2)=C[C@H](c2coc3ccccc3c2=O)[C@H]1CCCO	-3%
Cc1ccc(F)cc1C(=O)N1CCCC(C)(C(=O)NS(=O)(=O)C2CC2)C1 (stereo not drawn)	-7%
Cc1ccc(C)c(OCCn2c(-c3ccc(Cl)cc3)nc3ccccc3c2=O)c1C	-1%
CCOc1ccc(NC(=O)c2sc3ccccc3c2Cl)cc1	0%
Cc1ccccc1NC(=O)CC1NCCNC1=O (stereo not drawn)	7%
O=C(CSc1nc2ccccc2n1Cc1ccc(F)c(Cl)c1)N1CCN(c2ccc(F)cc2)CC1	3%
COC(=O)C1=C(c2cc3ccccc3s2)C[C@@H]2CC[C@H]1N2C(=O)N1CCC(O)CC1	-11%
CCCNC(=O)c1cnc2sc(N3CCCCC3)nn2c1=O	-2%
O=C(O)c1ccc2nc(-c3cc4cc(F)ccc4oc3=O)[nH]c2c1	-12%
O=C(NC(=S)Nc1ccc([N+](=O)[O-])cc1)c1ccco1	0%
Cc1cccc(C)c1NC(=O)C1(C)CCC(=O)N1CCc1c[nH]c2ccccc12 (stereo not drawn)	-2%
Cc1ccc(NC(=O)c2c(C)nn(-c3ccccc3)c2-n2cccc2)c(Cl)c1	-11%
CC(C)CN1CC2(CCN(C(=O)c3cnccn3)CC2)C1	0%
COc1ccc(CCNCc2c(C(=O)O)c(C)n(Cc3c(F)cccc3Cl)c2C)cc1OC	-3%
COc1ccc(Cl)cc1NS(=O)(=O)c1cc(Br)cc2c1N(C(=O)C1CC1)CC2	-3%
O=C(c1ccco1)N(Cc1cccnc1)c1nc2c(F)cc(F)cc2s1	-1%[15.4 µM]
Cc1ccc(Cl)cc1N1CCN(C(=O)Cn2ncc3c([nH]c4ccccc43)c2=O)CC1	4%
CN(C)CCCN1c2ccc([N+](=O)[O-])cc2CCc2cc([N+](=O)[O-])ccc21	-2%
COc1ccc(/C=C(\C#N)c2nc3ccccc3c(=O)[nH]2)cc1OC	5%
CC(C)NC(=O)C1(C)CCCN1Cc1csc2ccccc12 (stereo not drawn)	4%
Cc1ccc2ccc(C#N)cc2c1O	-10%
CCCCc1ccc(Nc2cc(C)nc(-n3nc(C)cc3C)n2)cc1	-3%
CN1CCN(c2ncc3nc(CCc4ccccc4)c(=O)n(Cc4cccs4)c3n2)CC1	-6%
O=S(=O)(NCc1nc2cccnc2n1Cc1ccccc1Cl)c1ccc(F)c(Cl)c1	-3%
Cc1ccccc1C(=O)N1CCC(C(=O)Nc2ccc(S(=O)(=O)N3C(C)CCCC3C)cc2)CC1 (stereo not drawn)	-4%
COc1ccc(CC(=O)Nc2sc3c(c2C(=O)Nc2cccc(Cl)c2)CCCCC3)cc1	0%
COc1ccc(N(C(=O)Cn2nnc3ccccc32)C(C(=O)NCc2ccccc2)c2ccc(F)cc2)cc1 (stereo not drawn)	1%
O=C(Nc1ccc(Br)cc1F)C(NS(=O)(=O)c1cccc2nsnc12)c1ccccc1 (stereo not drawn)	-1%
Cc1nc2nncn2c(NCc2ccc(F)cc2)c1C	-2%
C(/C=C/c1ccccn1)=C\c1ccccc1	9%
CCc1ccc(OCC(=O)N2CCN(CCc3ccccn3)CC2)cc1	2%
CCCSc1nnc2c(n1)OC(c1ccc(OCC(=O)O)cc1)Nc1ccccc1-2 (stereo not drawn)	-4%
CCCS(=O)(=O)NC(=O)C1(C)CCN(C(=O)c2ccccc2F)C1 (stereo not drawn)	2%
O=C1CCCC2=C1CC(C(=O)OCc1ccccc1)C(=O)N2Cc1ccccc1 (stereo not drawn)	3%
COc1cc(OC)c(NC(=O)c2cn(C3CCCC3)c(=O)c3c2c2ccccc2n3C)cc1Cl	-4%
CCOC(=O)C1CCN(C(=O)c2ccc3c(c2)sc2nc(-c4ccccc4)cn23)CC1	-4%

Reformatted: entries from further up.
COc1cc(OC)c(NC(=O)c2cn(C3CCCC3)c(=O)c3c2c2ccccc2n3C)cc1Cl
  TbPYK inhibitor = -4%

CCOC(=O)C1CCN(C(=O)c2ccc3c(c2)sc2nc(-c4ccccc4)cn23)CC1
  TbPYK inhibitor = -4%

Exported comma-delimited: 18 of the compounds above
mol,TbPYK inhibitor
Cc1ccc(Cl)cc1N1CCN(C(=O)Cn2ncc3c([nH]c4ccccc43)c2=O)CC1,4%
CN(C)CCCN1c2ccc([N+](=O)[O-])cc2CCc2cc([N+](=O)[O-])ccc21,-2%
COc1ccc(/C=C(\C#N)c2nc3ccccc3c(=O)[nH]2)cc1OC,5%
CC(C)NC(=O)C1(C)CCCN1Cc1csc2ccccc12 (stereo not drawn),4%
Cc1ccc2ccc(C#N)cc2c1O,-10%
CCCCc1ccc(Nc2cc(C)nc(-n3nc(C)cc3C)n2)cc1,-3%
CN1CCN(c2ncc3nc(CCc4ccccc4)c(=O)n(Cc4cccs4)c3n2)CC1,-6%
O=S(=O)(NCc1nc2cccnc2n1Cc1ccccc1Cl)c1ccc(F)c(Cl)c1,-3%
Cc1ccccc1C(=O)N1CCC(C(=O)Nc2ccc(S(=O)(=O)N3C(C)CCCC3C)cc2)CC1 (stereo not drawn),-4%
COc1ccc(CC(=O)Nc2sc3c(c2C(=O)Nc2cccc(Cl)c2)CCCCC3)cc1,0%
COc1ccc(N(C(=O)Cn2nnc3ccccc32)C(C(=O)NCc2ccccc2)c2ccc(F)cc2)cc1 (stereo not drawn),1%
O=C(Nc1ccc(Br)cc1F)C(NS(=O)(=O)c1cccc2nsnc12)c1ccccc1 (stereo not drawn),-1%
Cc1nc2nncn2c(NCc2ccc(F)cc2)c1C,-2%
C(/C=C/c1ccccn1)=C\c1ccccc1,9%
CCc1ccc(OCC(=O)N2CCN(CCc3ccccn3)CC2)cc1,2%
CCCSc1nnc2c(n1)OC(c1ccc(OCC(=O)O)cc1)Nc1ccccc1-2 (stereo not drawn),-4%
CCCS(=O)(=O)NC(=O)C1(C)CCN(C(=O)c2ccccc2F)C1 (stereo not drawn),2%
O=C1CCCC2=C1CC(C(=O)OCc1ccccc1)C(=O)N2Cc1ccccc1 (stereo not drawn),3%

(listing goes on)
SMILES	TbPYK inhibitor
CCOC(=O)C1CCCN(C(=O)c2cccs2)CC1 (stereo not drawn)	4%
CCOCCc1nnc(NC(=O)C(=O)c2cc(C)n(-c3cccc(Cl)c3)c2C)s1	4%
COc1ccccc1CNC(=O)c1ccc(CSc2nc3ccncc3n2Cc2ccccc2C)cc1	-4%
Cc1cc(O)c(C(=O)c2cnc3c(c2)COc2ccccc2-3)cc1Cl	-8%
C[C@@H]1CN([C@@H](C)CO)C(=O)c2cc(Br)cnc2O[C@@H]1CN(C)C(=O)C1CCCCC1	2%
Cc1cc(C)c(NC(=O)CCn2c(=O)c3cccn3c3cccnc32)c(C)c1	-3%
CC(C)c1ccc(NC(=O)CSc2ncnc3c2sc2ccccc23)cc1	-2%
COc1ccccc1N1CCN(C(=O)c2cn(CC(C)C)c(=O)c3c2c2ccccc2n3C)CC1	-1%
O=[N+]([O-])c1ccc(NN=Cc2ccccc2O)nc1	9%
CCOC(=O)c1[nH]c(=S)[nH]c1C	-23%
O=C(Cc1cccc(NC(=O)C2CCN(C(=O)C3CC3)CC2)c1)Nc1cccc(C(=O)N2CCCCC2)c1	3%
C#Cc1ccc(NC(=O)C2(C)CCN2C(=O)Cc2ccc(-c3ccccc3)cc2)cc1 (stereo not drawn)	-8%
CCC(C)NC(=O)c1cc2cc(S(=O)(=O)N3CCCCC3)ccc2n1C (stereo not drawn)	-12%
NC(=O)CSc1ncc2c(n1)-c1ccccc1N(Cc1ccccc1)S2(=O)=O	-2%
COc1ccc(CN(C)C[C@H]2OCCCC[C@@H](C)Oc3ccc(NC(=O)c4ccccc4)cc3C(=O)N([C@H](C)CO)C[C@@H]2C)cc1	-4%
Cc1ccccc1Nc1c(-c2c[nH]c3ccccc23)nc2ccccn12	5%
C[C@@H]1CN([C@@H](C)CO)C(=O)CCCn2cc(nn2)CO[C@H]1CN(C)C(=O)OCc1ccccc1	1%
CC1(C(=O)NCc2ccco2)Cc2c(-c3ccccc3)ccnc2O1 (stereo not drawn)	2%
c1ccc(CN=C2CCCc3ccccc3N2)cc1	2%
C[C@@H]1CCCCO[C@@H](CN(C)C(=O)CCCN(C)C)[C@@H](C)CN([C@H](C)CO)C(=O)c2cc(NC(=O)CCC(F)(F)F)ccc2O1	-6%
CC(C)(C)C(=O)N1Cc2cc(N3CCOCC3)ccc2-n2nncc2C1	0%
CC(=O)N1CCC(C(=O)Nc2cc(S(=O)(=O)N3CCCCC3)ccc2C)CC1	-6%
O=S(=O)(c1ccc(Br)cc1)c1nnn2c1nc(NCc1cccs1)c1sccc12	0%
Cc1c(C(=O)NCc2cccc(C(F)(F)F)c2)sc(=O)n1Cc1ccc(C(=O)N(C)C)cc1	4%
Cc1ccc(Cc2c(-c3ccc(F)cc3)nc3c(C)cc(Br)cn23)cc1	0%
COc1ccc([C@@H]2C[C@H]3[C@@H](CN2S(=O)(=O)c2ccccc2)C(=O)C[C@@H](c2ccc(C)cc2)N3S(=O)(=O)c2ccc(C)cc2)cc1	4%
O=C(NCc1cccc(C(F)(F)F)c1)c1csc(COCCO)n1	1%
CCN1CCN(CCCNC(=O)c2cnn(-c3ccc(OC)cc3)c2C2CCN(C(=O)OC(C)(C)C)CC2)CC1	-3%[15.4 µM]
O=C(OCc1cn([C@H]2C[C@H](c3ccc(Cl)cc3)N(C(=O)C3CCCCC3)C[C@@H]2O)nn1)c1ccccc1	-1%
CCCC(=O)N1CCCN(c2nc(N)c3cc(OC)c(OC)cc3n2)CC1	1%
O=C1OC(c2ccccc2)(c2ccc(O)cc2)c2ccccc21 (stereo not drawn)	0%
O=c1c2cccnc2n(Cc2cccc(F)c2)c(=O)n1Cc1ccc(F)cc1	4%
CNc1nc(NCCOc2ccccc2Cl)c2sccc2n1	1%
CCOC(=O)C1=C[C@@H](CC)N(S(=O)(=O)c2ccc(C)cc2)[C@H]1c1cccs1	2%
CCOC(=O)[C@@H]1[C@H]2COc3ccccc3[C@@H]2N2C(=O)N(c3ccc(C(F)(F)F)cc3)C(=O)[C@]12C	9%
CCCCn1c(=O)c2oc3ccccc3c2n(Cc2ccc(OC)cc2)c1=O	1%
COc1ccc(/C=C/c2nc3ccccc3c(=O)n2-c2ccc(C)cc2)cc1O	-2%
COc1ccc(C)cc1-n1c(-c2ccc(Cl)cc2)cc2c1CC(C)(C)CC2=O	8%
CCCCN(C=O)c1c(CC)nc2ccc(C(=O)N3CCN(C(=O)c4ccco4)CC3)cn12	2%
CCOc1cc(/C=C(\C#N)C(=O)Nc2ccccc2C)ccc1OCc1cc(=O)n2nc(CC)sc2n1	3%
CC(C)(C)C(=O)c1c(N)[nH]c(C(=O)c2ccccc2)c1-c1ccc(Br)cc1	-7%
O=C(Cc1cccc(NC(=O)C2CCCN(C(=O)c3ccccc3)C2)c1)Nc1ccc(C(=O)N2CCCCC2)cc1 (stereo not drawn)	3%
COc1ccc(NC(=O)Cn2c(=O)n(CCc3ccccc3)c(=O)c3sc4ccccc4c32)cc1	1%
Cc1nnc(N2CCN(c3cccc(C(F)(F)F)c3)CC2)c2c1nnn2Cc1ccccc1	3%
COC(=O)c1cc2sccc2n1Cc1ccccc1	-5%
CCc1ccccc1-n1c(SCC(=O)Nc2ccc(C)cc2)nc2n[nH]c(C)c2c1=N	0%
Cc1ccc(S(=O)(=O)NN=Cc2cc(Cl)ccc2O)cc1	-4%
Cc1cccc(-n2c(=O)c3c(c4cc(C)ccc4n3C)n(CC(=O)Nc3ccc(C)cc3C)c2=O)c1	2%
O=C(NC1CCCCC1)C1c2ccccc2OCC(=O)N1CCCN1CCOCC1 (stereo not drawn)	-7%
CCOC(=O)C1(C)CCN1C(=O)COc1ccccc1 (stereo not drawn)	0%
CCCCN(C)C(=O)c1sc(=O)n(Cc2cc(Cl)ccc2OC)c1C	-1%
CCCNC(=O)C1CCC(Cn2c(=O)c3sccc3n(Cc3cccc(OC)c3)c2=O)CC1 (stereo not drawn)	3%
COc1cccc(NC(=O)N(Cc2cn(C)c3ccccc23)C2CCCCC2)c1	2%
O=C(c1cccc(C(F)(F)F)c1)N1CCC(=O)N(C(CO)Cc2ccccc2)CC1 (stereo not drawn)	-8%
Cc1ccc(NC(=O)CSc2nc3ncccc3[nH]2)cc1F	5%
Cc1cccc(-c2noc(CN(C(=O)c3ccccc3Cl)C(C)C)n2)c1	0%
Nc1nc(SCC(=O)Nc2cccc(C(F)(F)F)c2)n[nH]1	-7%
Cc1oc2ncn(CC(C)C)c(=O)c2c1C(=O)Nc1cccc(C(F)(F)F)c1	-9%
O=C(CSCc1cnn(-c2ccccc2)c1-n1cccc1)NCc1ccc(Cl)cc1	-1%
CCOc1ccc(NC(=O)CN2CCCN(Cc3cc(C)ccc3C)S2(=O)=O)cc1	4%
(continued)
SMILES	TbPYK inhibitor
CC(C)(C)c1ccc(S(=O)(=O)NC(=O)C2(C)CCN2C(=O)CC2CCCCC2)cc1 (stereo not drawn)	-7%
COc1ccccc1Cn1c(=S)[nH]c2cc(C(=O)N3CC(C)CC(C)C3)ccc2c1=O (stereo not drawn)	0%
O=C(C[C@H]1C[C@@H]2c3cc(NC(=O)Nc4ccccc4)ccc3O[C@@H]2[C@@H](CO)O1)NCC1CC1	6%
CC(C)CNc1ncnc2onc(-c3ccc(Cl)cc3)c12	1%
Cc1ccc(C(NC(=O)Cc2cccs2)C(=O)Nc2ccc(C(C)C)cc2)cc1 (stereo not drawn)	0%
Cc1ccc([C@H]2N[C@]3(CCCN(Cc4cccn4C)C3=O)[C@H]3C(=O)N(Cc4ccccc4)C(=O)[C@@H]23)cc1	-2%
COc1ccc(S(=O)(=O)N2CCCCC2)cc1NC(=O)Cn1c(=O)cnc2ccccc21	-3%

Only part of the results is shown; rates above refer to the full screens.
